DNA Pol III inh = inhibitors of bacterial DNA polymerase III holoenzyme. reconstituted DNA polymerase III holoenzyme replication, biochemical. AID 603. Potency, µM (series often up to 57.1 µM), for the others: at the highest dose activity change, negative = inhibition. 71,000 compounds, 0.25% hits; note: potency is the fitted concentration of half-maximal effect; % is set by controls: 0 for no effect and ±100 for the full control effect
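Reconstituted *E. coli* holoenzyme (0.35 nM Pol III, 1 nM beta, 154 nM SSB, 2 nM primase) was preincubated with compound for 15 min at RT. Synthesis on 1.4 nM ssM13Gori ran 35 min, then was stopped with PicoGreen/EDTA and read as dsDNA fluorescence.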
HEK293 cAMP ctrl = parental HEK293 cAMP activation (counter-screen); parental HEK293 CNG cAMP sensor, membrane potential fluorescence; Potency, µM (series often up to 57.1 µM), inactives show top-dose activation, most hits filed as activators; 73,000 compounds, 2.5% hits; note: potency is the fitted concentration of half-maximal effect; % of control where 0% means no effect; nearly all actives have a fitted effect of over 55% in size
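Parental HEK 293 cells stably expressing a cAMP-gated CNG channel were loaded with membrane potential dye containing 100 uM RO 20-1724 for 60 min. Compound added for 30 min; depolarization read as fluorescence intensity at 590 nm.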
Tau filament bind = tau filament binding | P10636 | recombinant tau filaments, thioflavin S fluorescence, 15 h; filaments grown with octadecylsulfate alongside compound | Potency, µM (highest dose often 57.1 µM), without a hit: at the highest dose activity change, negative = inhibition | 71,000 compounds, 2% hits | AID 596;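 note: potency is the fitted concentration of half-maximal effect; % is set by controls: 0 for no effect and ±100 for the full control effect; actives lower thioflavin S fluorescence by blocking filaments or displacing dye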
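His-tagged recombinant human tau (exons 2, 3, 10; 1 uM final) fibrillized with 30 uM sodium octadecylsulfate, 15 h at 37 C, in pH 7.4 HEPES buffer with 10 uM thioflavine S and 5 mM DTT. Reduced ThS fluorescence (450/510 nm) marks activity.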
Rhodamine fluor = compound fluoresces in the rhodamine spectral region; max dye-equivalent concentration, M; 59,000 compounds, 0.05% hits; Rhodamine-region fluorescence, 547/598 nm, Tris buffer; active compounds read high; in the data active = max dye-equivalent concentration above about 11 nM; inconclusive = between about 1.1 nM and that limit
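Compounds in 100 mM Tris buffer, pH 8.0, were incubated 15 min at room temperature, then read at 547 nm excitation and 598 nm emission. Fluorescence was normalized against a per-plate six-point rhodamine standard curve as dye-equivalent concentration.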
Casp7 inh = blocks human caspase-7 allosterically or competitively. P55210. recombinant caspase-7, Ac-DEVD-AFC fluorescence rate. Potency, µM (series often up to 57.5 µM), without a hit: at the top dose activity change, negative = inhibition, usual class: inhibitors. 75,000 compounds, 0.02% hits. AID 889; active = well fitted inhibition curve with a large enough effect in the main read-out, with a control signal flat, not every such curve was filed as active; inconclusive = small, poorly fitted or top-dose-only effect, or a change in a side signal; note: potency is the fitted concentration of half-maximal effect; % of control where 0% means no effect
Target sequence (P55210 24-198 limits assumed): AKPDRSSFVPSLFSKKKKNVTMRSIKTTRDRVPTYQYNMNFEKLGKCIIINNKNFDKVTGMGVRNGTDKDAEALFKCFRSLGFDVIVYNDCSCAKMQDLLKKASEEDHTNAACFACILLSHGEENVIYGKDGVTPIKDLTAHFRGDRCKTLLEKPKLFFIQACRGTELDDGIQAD
Target sequence (P55210 207-303 limits assumed): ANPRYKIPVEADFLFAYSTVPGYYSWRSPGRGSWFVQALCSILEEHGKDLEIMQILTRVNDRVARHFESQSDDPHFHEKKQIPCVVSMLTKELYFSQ
15-hLO inh = blocks human 15-lipoxygenase activity | P16050 | purified 15hLO-1, xylenol orange hydroperoxide absorbance | Potency, µM (series often up to 57.1 µM), without a hit: at the highest dose activity change, negative = inhibition, most hits filed as inhibitors | 74,000 compounds, 1.4% hits; note: potency is the fitted concentration of half-maximal effect; % is set by controls: 0 for no effect and ±100 for the full control effect; nearly all actives have a fitted effect of over 55% in size
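Hydroperoxide formed from arachidonic acid (50 uM) by purified human 15hLO-1 (40 nM) oxidizes ferrous iron, and the ferric-xylenol orange complex is read at 573 versus 405 nm. Compounds were preincubated 15 min; reaction ran 6 min at room temperature.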
HADH2 inh = inhibitors of human HADH2 dehydrogenase; Q99714; recombinant HADH2, NADH fluorescence, beta-hydroxybutyryl-CoA; Potency, µM (series often up to 57.1 µM), without a hit: at the highest dose activity change, negative = inhibition, most hits filed as inhibitors; 73,000 compounds, 3.4% hits; note: potency is the fitted concentration of half-maximal effect; % is set by controls: 0 for no effect and ±100 for the full control effect; nearly all actives have a fitted effect of over 60% in size; many of its hits are not listed in these tables
Target sequence (Q99714 whole entry, looked up, one chain of several): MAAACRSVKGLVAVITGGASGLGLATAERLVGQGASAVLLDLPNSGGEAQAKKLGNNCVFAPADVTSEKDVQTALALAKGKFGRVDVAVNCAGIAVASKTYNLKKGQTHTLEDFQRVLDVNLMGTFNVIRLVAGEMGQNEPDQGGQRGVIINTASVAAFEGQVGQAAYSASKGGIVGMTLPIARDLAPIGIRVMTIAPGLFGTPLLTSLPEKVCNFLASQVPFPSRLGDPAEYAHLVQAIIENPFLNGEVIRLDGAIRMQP
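20 nM HADH2 + cpd, 15 min RT; add 1 mM NAD+/90 uM beta-hydroxybutyryl-CoA; kinetic fluorescence 360/450 nm, 4 min. Tris-HCl pH 9.0, 0.01% Tween-20.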
USP2a inh = inhibitors of human ubiquitin-specific protease USP2a; O75604; USP2a enzymatic assay, qHTS inhibition; Potency, µM (series often up to 38.3 µM), inactives show at the top dose activity change, negative = inhibition, actives largely listed as inhibitors; 60,000 compounds, 0.1% hits; AID 927;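 note: potency is the fitted concentration of half-maximal effect; nearly all actives have a fitted effect of over 60% in size; plate controls were DMSO for no effect and NEM full inhibition control for full effect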
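USP2 core (20nM final) preincubated 30 min RT with compound, then Ub-PLA2 20nM and NBD C6-HPC 20uM final added; buffer 20mM Tris-HCl pH 8.0, 2mM CaCl2. Fluorescence Ex 460/Em 535 read at 0 and 2.5 h; normalized to NEM.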
Caspase-1 inhib = blocks human caspase-1 allosterically or competitively. P29466. Caspase-1 enzyme, Ac-WEHD-AFC fluorogenic rate. Potency, µM (highest dose often 57.5 µM), without a hit: top-dose activity change, negative = inhibition, actives largely listed as inhibitors. 75,000 compounds, 0.03% hits;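 note: potency is the fitted concentration of half-maximal effect; plate controls were vehicle for no effect and no substrate for full effect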
Target sequence (P29466 120-297 limits assumed): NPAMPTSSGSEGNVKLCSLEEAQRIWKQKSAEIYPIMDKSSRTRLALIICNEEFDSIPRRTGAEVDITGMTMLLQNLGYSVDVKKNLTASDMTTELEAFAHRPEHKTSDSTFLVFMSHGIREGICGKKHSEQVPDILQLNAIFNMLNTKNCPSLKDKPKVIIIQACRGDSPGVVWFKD
Target sequence (P29466 317-404 limits assumed): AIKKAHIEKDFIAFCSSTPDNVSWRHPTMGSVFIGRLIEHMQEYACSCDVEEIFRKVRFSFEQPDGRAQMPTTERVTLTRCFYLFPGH
BRCT PPI red = inhibitors of human BRCA1 BRCT-phosphoprotein interaction (red fluorophore); AID 892; Potency, µM (series often up to 76.9 µM), inactives show at the highest dose activity change, negative = inhibition, usual class: inhibitors; P38398; 75,000 compounds, 0.03% hits; BRCT-phosphopeptide binding, red fluorescence polarization; note: % is set by controls: 0 for no effect and ±100 for the full control effect
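Rhodamine-labelled pBACH1 10-mer (100 nM) bound to BRCT domain (100 nM) at pH 7.3; compounds incubated 12 min room temperature, polarization read. Free peptide defines full inhibition; unlabelled decapeptide titrated as control.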
BRCT inh green = BRCA1 BRCT-phosphoprotein interaction inhibition; P38398; BRCA1 BRCT-phosphopeptide binding, green fluorescence polarization; Potency, µM (top dose mostly 76.9 µM), inactives show at the highest dose activity change, negative = inhibition, usual class: inhibitors; 75,000 compounds, 0.05% hits;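 note: potency is the fitted concentration of half-maximal effect; plate controls were peptide without protein for full effect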
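Compounds were incubated for 12 min at room temperature with a complex of 100 nM fluorescein-tagged pBACH1 decapeptide and 250 nM His-tagged BRCT protein. Buffer was phosphate pH 7.3 with EDTA, DTT and Tween 20. Disruption of binding lowers the polarization signal.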
Starred values were filed as active, the others as inactive; i = inactive; ? = inconclusive; · = not tested or not shown; [ ] = dose if it differs, or a comment. Unless noted, calls come from the whole dose curve; as a rule, active = well fitted curve in the direction sought with a large enough effect; inconclusive = small, poorly fitted or top-dose-only effect, or another doubt; inactive = no such curve, though single readings can be large; an effect the other way counts as inactive or inconclusive. The list is partial; rates above refer to the full screens.

canonical_smiles	Caspase-1 inhib	15-hLO inh	Tau filament bind	HEK293 cAMP ctrl	BRCT inh green	Rhodamine fluor	HADH2 inh	USP2a inh	DNA Pol III inh	Casp7 inh	BRCT PPI red
COC(=O)NCC(c1cccnc1)N1CCN(c2ccccc2)CC1 (stereo not drawn)	-3%	-7%	-5%	18%	2.0%	·	2%	·	-5%	-1%	-1.2%
Cc1ccc(-c2cc(C(F)(F)F)n3ncc(C(=O)N4CCN(C)CC4)c3n2)cc1	-5%	0%[11.4 µM]	4µM*	1%[11.4 µM]	-0.1%	·	3%[11.4 µM]	3%[7.66 µM]	0%[11.4 µM]	-2%	-0.1%
Cc1ccc(-c2nc3ccccc3o2)cc1NC(=O)c1ccc2c(c1)OCO2	0%	-5%	6%	?	-0.2%	i	27%	2%	-2%	-4%	0.2%
C/C(N)=C(/C#N)C(=O)COC(=O)c1ccncc1	-3%	4%	9%	0%	-2.3%	i	1%	-5%	-4%	5%	-0.2%
CCOC(=O)N1CCN(c2nc(C(F)(F)F)nc3c(C)cc(C)cc23)CC1	-2%	-12%	9%	?	1.5%	i	-12%	-21%	-4%	0%	-1.4%
CCCC(=O)Nc1ccc(C(=O)n2nnc3ccccc32)cc1	0%	-11%	10%	3%	-0.5%	i	-6%	9%	-3%	-1%	-1.7%
CCOc1cc(C(=O)Nc2ccccc2N2CCN(S(C)(=O)=O)CC2)cc(OCC)c1OCC	-3%	-19%	20%	9%	-5.8%	i	6%	19%	-2%	-4%	-0.2%
Cn1nnnc1SCC(=O)c1ccco1	-3%	?	7%	29%	-2.0%	i	?	-5%	-5%	0%	-1.2%
N#CC(C#N)=CNCCN1CCN(C=C(C#N)C#N)CC1	-4%[11.5 µM]	3%[11.4 µM]	18%[11.4 µM]	-3%[11.4 µM]	-2.7%[15.4 µM]	i	13%[11.4 µM]	·	-8%[11.4 µM]	-2%[11.5 µM]	-0.6%[15.4 µM]
COc1ccccc1CNC(=O)CNC(=O)Cn1cnc2ccccc2c1=O	3%	13%	8%	0%	-2.9%	i	4%	-1%	1%	0%	-0.4%
O=C(NCN1C(=O)C2C3C=CC(C3)C2C1=O)OC1CCCCC1 (stereo not drawn)	-1%	4%	-1%	1%	-1.3%	i	-1%	5%	2%	0%	-0.2%
COc1ccc(NC(=O)C2CCCN2c2ccc(OC)c(OC)c2)cc1OC (stereo not drawn)	0%	-23%	-9%	-1%	-2.4%	i	-9%	3%	-3%	1%	-1.2%
OC(C#CCN1CCCCC1)c1ccccc1 (stereo not drawn)	0%	-3%	9%	4%	-0.9%	·	6%	2%	-1%	1%	1.4%
C[C@@H](CS(=O)(=O)Cc1ccccc1)C(N)=O	1%[11.5 µM]	13%[11.4 µM]	-4%[11.4 µM]	1%[11.4 µM]	-0.9%[15.4 µM]	i	10%[11.4 µM]	·	-6%[11.4 µM]	-2%[11.5 µM]	0.0%[15.4 µM]
CCCCn1c(NC(=O)c2ccccc2)c(C#N)c2nc3ccccc3nc21	?	?	?	12%	5.7%	i	-14%	19%	-8%	-15%	-0.2%
CCN1C(=O)CC(n2c(C)nc3ccccc32)C1=O (stereo not drawn)	0%	6%	7%	4%	1.0%	i	-2%	4%	0%	0%	0.7%
Cc1c(N(C(=O)c2cc(=O)[nH]c3ccccc23)C(C)C)c(=O)n(-c2ccccc2)n1C	0%	7%	11%	2%	-0.9%	i	1%	-1%	1%	0%	0.7%
COc1cccc(NC(=O)CN2CCN(c3ccc(F)cc3)CC2)c1	-7%	13%	-11%	22%	-0.9%	i	8%	8%	-2%	0%	-2.0%
CC(C)C(=O)Nc1ccc2c(c1)C(=O)N(CCC(=O)O)C2=O	-11%	2%	34%	-2%	-0.5%	·	16µM*	-4%	2%	-10%	-0.9%
Cc1cc(Nc2ccccc2)n(CCOC(=O)COc2ccccc2)n1	-3%	-7%	-7%	-4%	-0.5%	i	-3%	7%	3%	-2%	-0.8%
COc1cccc2c(=O)c(C/C=C(/C)Cl)c(C)[nH]c12	-5%	-8%	16%	11%	1.2%	·	32µM*	5%	-3%	-3%	-0.5%
Cc1c(C(=O)OCCOC(C)C)[nH]c2c1C(=O)CC(C)(C)C2	-1%	1%	-8%	10%	-2.2%	·	11%	·	3%	-4%	0.2%
O=S(=O)(c1cccc(C(F)(F)F)c1)N1CCN(c2nnnn2-c2ccccc2)CC1	-1%	-2%	8%	9%	0.2%	i	22%	-5%	0%	0%	2.2%
COc1ccc(C2(C(F)(F)F)NC(=O)N(C)C(=O)N2C)cc1 (stereo not drawn)	2%	0%	-5%	?	-1.1%	i	-5%	-5%	-3%	0%	-0.5%

Three of the entries above in order of the DNA Pol III inh value, descending.
canonical_smiles,Caspase-1 inhib,15-hLO inh,Tau filament bind,BRCT inh green,HADH2 inh,DNA Pol III inh,Casp7 inh,BRCT PPI red
O=S(=O)(c1cccc(C(F)(F)F)c1)N1CCN(c2nnnn2-c2ccccc2)CC1,-1%,-2%,8%,0.2%,22%,0%,0%,2.2%
Cc1ccc(-c2nc3ccccc3o2)cc1NC(=O)c1ccc2c(c1)OCO2,0%,-5%,6%,-0.2%,27%,-2%,-4%,0.2%
CCCC(=O)Nc1ccc(C(=O)n2nnc3ccccc32)cc1,0%,-11%,10%,-0.5%,-6%,-3%,-1%,-1.7%

The results go on.
canonical_smiles	Caspase-1 inhib	15-hLO inh	Tau filament bind	HEK293 cAMP ctrl	BRCT inh green	Rhodamine fluor	HADH2 inh	USP2a inh	DNA Pol III inh	Casp7 inh	BRCT PPI red
COc1cc2c(C(=O)Nc3ccc4c(c3)OCO4)cn(CC(C)C)c(=O)c2cc1OC	4%	-14%	-5%	2%	-3.3%	i	-12%	28%	-1%	-2%	-1.2%
COCc1cc(=O)n2[nH]c(-c3ccccc3)cc2n1	0%	-1%	-4%	-20%	-0.6%	·	32µM*	-2%	1%	0%	0.4%
c1cncc(CNc2nc(-c3ccoc3)nc3ccccc23)c1	-2%	?	?	-2%	1.6%	i	16µM*	18%	-12%	-9%	0.8%
O=C1CC(c2ccc3c(c2)OCO3)CN1 (stereo not drawn)	0%	5%	6%	4%	-2.2%	i	-4%	-4%	-5%	0%	0.2%
Cn1cccc1C(=O)NC(=O)CSc1nc2ccccc2s1	-1%	?	8%	?	0.8%	i	4%	16%	-17%	4%	0.4%
O=C(Nc1ccccc1)c1cnc2n(c1=O)CCS2	-3%	3%	4%	1%	0.6%	·	-30%	·	-5%	1%	-5.0%
CCOC(=O)C1=C(C)Nc2nc(SC)nn2C1c1ccc(C(=O)OC)cc1 (stereo not drawn)	-1%	14%	-12%	12%	-4.7%	i	0%	-4%	-2%	0%	1.3%
NCc1nnn(Cc2ccccc2)c1N	-4%[11.5 µM]	3%[11.4 µM]	-9%[11.4 µM]	0%[11.4 µM]	-1.0%[15.4 µM]	i	11%[11.4 µM]	·	-7%[11.4 µM]	4%[11.5 µM]	1.6%[15.4 µM]
Cc1cnc(CNc2nc(-c3c(C)noc3C)nc3ccccc23)cn1	-3%	0%	0%	7%	0.5%	i	-16%	4%	-3%	-8%	-0.9%
Cc1cc(C(=O)N2CCOCC2)n(-c2ccccc2)n1	0%	-3%	3%	0%	-0.6%	·	6%	·	0%	-1%	-0.6%
COc1ccccc1N1CCSC1C(N)=O (stereo not drawn)	1%	3%	-1%	-2%	-0.3%	i	-4%	9%	-2%	1%	0.9%
CCOC(=O)C1C2C=CC3(CN(CCc4ccccc4)C(=O)C13)O2 (stereo not drawn)	1%	11%	5%	3%	-3.3%	i	-14%	8%	-2%	0%	1.4%
CC1CCN(Cc2nc(-c3ccccc3)no2)CC1	-2%	-5%	11%	25%	-3.0%	i	5%	10%	-1%	-6%	1.4%
CC1CN(C(=O)CSc2nnc(-c3ccc(Cl)cc3)n2C)CC(C)O1 (stereo not drawn)	2%	-1%	11%	-1%	0.0%	i	12%	-3%	-2%	1%	-0.7%
O=C(Nc1nncs1)c1ccc(N2C(=O)C3C4C=CC(C4)C3C2=O)cc1 (stereo not drawn)	1%	4%	-11%	1%	-1.5%	i	-4%	-5%	4%	-1%	-0.8%
O=C(Cn1cc2c(n1)CCCC2)NCCCN1CCN(C2CCCCC2)CC1	0%	0%	7%	8%	-0.2%	·	3%	·	-1%	-2%	0.0%
CCO	-4%	-3%	3%	?	0.6%	·	-3%	·	-2%	1%	-2.0%

High-throughput results from PubChem.
